Screens from PubChem BioAssay.
Glioma ERSR ind: ER stress response induction in glioma; U87-MG GRP78 promoter luciferase reporter, 16 h; Potency, µM, without a hit: at the top dose activation, usual class: activators; 0.02% of 420,000 active; AID 602332; note: potency is the fitted concentration of half-maximal effect; series mostly up to about 76 µM; % of control where 0% means no effect; nearly all actives have a fitted effect of over 35% in size
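ERSR induction read as luciferase luminescence (Bright-Glo, 10 min at room temperature) in stably transfected human U87-MG glioma cells exposed to compounds for 16 h, using GRP78 as sensor.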
LDHA block: blocks human lactate dehydrogenase A; activity change, % (values are at about 110 or 230 µM); 0.15% of 480,000 active; AID 1347041; purified LDHA, NADH/diaphorase-resazurin fluorescence; stronger effect = lower value; P00338; in the data active = activity change below about -30%; inconclusive = mostly about -25% to -30%;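 note: plate controls were DMSO wells for no effect and wells without enzyme for full effect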
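Remaining NADH was detected by diaphorase (0.133 mg/mL) converting 37 µM resazurin to fluorescent resorufin, read at 0 and 20 minutes. The preceding 5-minute room-temperature reaction used 2 nM LDHA, 0.2 mM sodium pyruvate and 0.06 mM NADH at pH 7.4.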
RXFP1 ag: RXFP1 (human) receptor agonism; AID 2676; Q9HBX9; 0.3% of 370,000 active; HEK293T-RXFP1 cAMP TR-FRET, 30 min; response scale: percent of porcine relaxin response, buffer zero; Potency, µM (doses to about 57.5 µM), inactives show at the highest dose activation, hits mostly activators; note: potency is the fitted concentration of half-maximal effect; % is set by controls: 0 for no effect and ±100 for the full control effect; nearly all actives have a fitted effect of over 60% in size; many of its hits are not listed in these tables
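HEK293T cells stably expressing RXFP1 were pretreated with the PDE4 inhibitor Ro 20174, exposed to compounds for 30 min at 37C, lysed, and cAMP was read by TR-FRET. Data normalized to buffer (basal) and 29 nM porcine relaxin (100%).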
Vif-APOBEC3G blk: blocks the Vif interaction with human APOBEC3G. Potency, µM (doses to about 46.1 µM), without a hit: at the top dose activity, negative = active, most hits filed as inhibitors. HeLa A3G-eYFP + Vif (tagged APOBEC3G with the HIV-1 protein that degrades it), YFP fluorescence, overnight. 0.076% of 410,000 active. Q9HC16;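 note: potency is the fitted concentration of half-maximal effect; % is set by controls: 0 for no effect and ±100 for the full control effect; nearly all actives have a fitted effect of over 60% in size; hits raise eYFP signal because A3G escapes Vif-driven loss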
Target sequence (Q9HC16 whole entry, looked up): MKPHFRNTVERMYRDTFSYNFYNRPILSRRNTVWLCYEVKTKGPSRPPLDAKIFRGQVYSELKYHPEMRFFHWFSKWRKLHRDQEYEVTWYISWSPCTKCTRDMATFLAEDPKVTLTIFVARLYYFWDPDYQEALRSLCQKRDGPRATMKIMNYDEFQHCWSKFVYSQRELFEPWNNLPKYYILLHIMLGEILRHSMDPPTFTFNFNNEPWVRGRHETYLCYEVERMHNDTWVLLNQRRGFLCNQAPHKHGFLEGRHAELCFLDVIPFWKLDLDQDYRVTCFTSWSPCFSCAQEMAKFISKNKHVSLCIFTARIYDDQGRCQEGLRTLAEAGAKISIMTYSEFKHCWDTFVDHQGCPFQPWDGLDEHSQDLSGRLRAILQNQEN
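Read-out is eYFP fluorescence (Ex 488/Em 500-530) from Vif-expressing HeLa A3G-eYFP cells; more signal means A3G escaped Vif-mediated degradation. Cells plated overnight, compound pinned in, incubated overnight at 37 deg C.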
PI4K2A block: blocks human PI4K2A kinase activity. purified PI4K2A, ADP-Glo luminescence, 1 h; stronger effect = lower value. 0.13% of 420,000 active. activity change, negative = inhibition, % at 76.9 µM. Q9BTU6; in the data active = activity change below about -50%; inconclusive = mostly about -30% to -49%;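 note: -100% = wells without enzyme as full effect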
Target sequence (Q9BTU6 whole entry, looked up): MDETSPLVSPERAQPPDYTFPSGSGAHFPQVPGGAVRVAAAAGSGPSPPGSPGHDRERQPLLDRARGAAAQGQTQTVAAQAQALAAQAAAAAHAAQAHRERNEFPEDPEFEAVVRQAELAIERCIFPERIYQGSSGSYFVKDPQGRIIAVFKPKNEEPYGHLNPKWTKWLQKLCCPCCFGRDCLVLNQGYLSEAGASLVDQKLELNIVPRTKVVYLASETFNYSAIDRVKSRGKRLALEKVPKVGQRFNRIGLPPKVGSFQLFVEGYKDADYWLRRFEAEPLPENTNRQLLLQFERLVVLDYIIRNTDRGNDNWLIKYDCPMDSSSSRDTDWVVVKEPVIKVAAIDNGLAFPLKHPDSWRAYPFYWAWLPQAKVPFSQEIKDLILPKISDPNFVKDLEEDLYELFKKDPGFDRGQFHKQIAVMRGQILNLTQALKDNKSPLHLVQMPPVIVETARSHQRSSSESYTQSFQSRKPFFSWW
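ADP-Glo luminescence measured ADP generated by PI4K2A enzyme (4 ug/mL before mixing) with 1.2 mM PI substrate (pre-mix) and 300 microM ATP (pre-mix). Tris pH7.5 buffer with MgCl2, Triton X-100; 1 h reaction at ambient temperature.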
Vif-A3F inh: blocks the Vif interaction with APOBEC3F; HeLa A3F-eYFP + Vif (tagged APOBEC3F with the HIV-1 protein that degrades it), YFP fluorescence increase; Potency, µM (highest dose often 46.1 µM), for the others: at the top dose activity, negative = active; 0.2% of 390,000 active; AID 602313; note: potency is the fitted concentration of half-maximal effect; % of control where 0% means no effect; nearly all actives have a fitted effect of over 65% in size
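HeLa cells stably expressing Vif plus C-terminally eYFP-tagged A3F were seeded, incubated overnight at 37 deg C, dosed with compound, incubated overnight again at 37 deg C. Yellow fluorescence (Ex 488/Em 500-530) reported blocked Vif-mediated A3F-eYFP degradation.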
USP1 inh: blocks the human USP1/UAF1 deubiquitinase complex; 0.23% of 390,000 active; recombinant USP1/UAF1, Ub-Rhodamine cleavage fluorescence; Potency, µM (top dose mostly 57.1 µM), inactives show top-dose activity change, negative = inhibition, actives largely listed as inhibitors; note: potency is the fitted concentration of half-maximal effect; % is set by controls: 0 for no effect and ±100 for the full control effect; nearly all actives have a fitted effect of over 60% in size; inactives centre near -12
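Step one: compound is pinned into 1nM USP1/UAF1 in HEPES pH 7.8 buffer with TCEP. Step two: 15 min room-temperature incubation. Step three: Ub-Rho (150nM final) starts cleavage, tracked by fluorescence over six one-minute reads.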
IDH1 R132H inh: human IDH1 R132H inhibition; O75874; IDH1-R132H enzyme, NADPH consumption, diaphorase/resazurin fluorescence; Potency, µM (series often up to 76.6 µM), inactives show at the highest dose activity change, negative = inhibition, hits mostly inhibitors; 0.093% of 390,000 active; AID 602179; note: potency is the fitted concentration of half-maximal effect; % is set by controls: 0 for no effect and ±100 for the full control effect; nearly all actives have a fitted effect of over 65% in size
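IDH1-R132H (0.5 ug/mL) preincubated 30 min with compound, then NADPH (0.016 mM) and alpha-KG (2 mM) added; 80 min at RT, pH 7.5. Remaining NADPH coupled via diaphorase/resazurin to fluorescence (540/590 nm); concentration-response curves normalized to no-enzyme control.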
TrxR1 substrate: substrates of rat thioredoxin reductase 1 | Potency, µM (top dose mostly 114 µM), for inactives: top-dose activity change, negative = substrate turnover | 0.01% of 390,000 active | purified TrxR1 substrate turnover, NADPH consumption readout | O89049; note: potency is the fitted concentration of half-maximal effect; % is set by controls: 0 for no effect and ±100 for the full control effect; nearly all actives have a fitted effect of over 50% in size
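Rat TrxR1, dispensed at 90 nM, was prereduced with 400 uM NADPH (final) for 5 min at ~22 deg C, then incubated with compound 15 min before 400 uM selenite. A first-read NADPH fluorescence drop versus no-compound background flagged substrates.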
An asterisk follows results filed as active; & = joins results of further samples; [ ] = dose if it differs, or a comment. Unless noted, calls come from the whole dose curve; as a rule, active = well fitted curve in the direction sought with a large enough effect; inconclusive = small, poorly fitted or top-dose-only effect, or another doubt; inactive = no such curve, though single readings can be large; an effect the other way counts as inactive or inconclusive. The list is partial. The share of hits here may be higher or lower than overall.

`COc1ccc(-c2nnn(CCc3nn[nH]n3)n2)cc1` gave Glioma ERSR ind 1%, LDHA block -4, Vif-APOBEC3G blk 2%, PI4K2A block 5, Vif-A3F inh 0%, USP1 inh -16%, IDH1 R132H inh 8% and TrxR1 substrate 1%.
`COC(=O)[C@]1(Cc2ccccc2)N[C@H](CN(C)C(=O)c2ccccc2)[C@@H]2C(=O)N(C)C(=O)[C@@H]21` gave Glioma ERSR ind -1%, LDHA block -6, Vif-APOBEC3G blk 7%, PI4K2A block 2, Vif-A3F inh 5%, USP1 inh -10%, IDH1 R132H inh -1%[38.3 µM] and TrxR1 substrate 6%.
O=C(Cc1ccc(F)cc1)NCCc1csc(-c2cccc(F)c2)n1 was read as Glioma ERSR ind -3%, LDHA block -2, RXFP1 ag 0.9%, Vif-APOBEC3G blk 1%, PI4K2A block -7, Vif-A3F inh -8%, USP1 inh -21%, IDH1 R132H inh -1% and TrxR1 substrate -2%[57.1 µM].
Screening COc1cccc(-n2c(=O)c3c(C)c(C(=O)N(C)C)sc3n(CC(=O)NCC3CCCO3)c2=O)c1 (stereo not drawn) returned Glioma ERSR ind -2%, LDHA block -6, RXFP1 ag -1.1%, Vif-APOBEC3G blk -2%, PI4K2A block 5, Vif-A3F inh 4%, USP1 inh -4%, IDH1 R132H inh 8% and TrxR1 substrate -1%[57.1 µM].
OCCn1c(SC2CCCCC2)nc2ccccc21 was read as Glioma ERSR ind 11%, LDHA block 4, RXFP1 ag 0.8%, Vif-APOBEC3G blk 0%, PI4K2A block 2, Vif-A3F inh 1%, USP1 inh -12%, IDH1 R132H inh 7% and TrxR1 substrate 7%.
`CC(NCCCOc1cccc2ccccc12)c1ccccc1` (stereo not drawn) gave Glioma ERSR ind -1%, LDHA block -3, RXFP1 ag 1.2%, Vif-APOBEC3G blk -16%, PI4K2A block -2, Vif-A3F inh inconclusive, USP1 inh -11%, IDH1 R132H inh -1% and TrxR1 substrate -1%.
For Cc1cccc(OCC(=O)NC(Cc2c[nH]c3ccccc23)C(=O)O)c1C (stereo not drawn) the results were Glioma ERSR ind 0%, LDHA block -3&9, RXFP1 ag 2.1%&5.7%, Vif-APOBEC3G blk -10%, PI4K2A block -4&3, Vif-A3F inh 6%, USP1 inh -7%&-15%, IDH1 R132H inh 7% and TrxR1 substrate -3%[57.1 µM].
`Cc1ccc(C(=O)C(OC(=O)CCC(=O)Nc2cccc(C)c2)c2ccccc2)cc1` (stereo not drawn) gave Glioma ERSR ind -1%, LDHA block 2, RXFP1 ag -1.3%, Vif-APOBEC3G blk 0%, PI4K2A block 2, Vif-A3F inh inconclusive, USP1 inh 0%, IDH1 R132H inh 2% and TrxR1 substrate -11%.
Screening COCCN(C(=O)CSc1nnc(-c2ccncc2)n1C)c1c(N)n(CC(C)C)c(=O)[nH]c1=O returned Glioma ERSR ind -4%, LDHA block -2, Vif-APOBEC3G blk -21%, PI4K2A block 0, Vif-A3F inh 3%, USP1 inh -3%, IDH1 R132H inh 5% and TrxR1 substrate 7%.
For CCOc1ccc(S(=O)(=O)N2CCN(C(=S)NCc3ccccc3)CC2)cc1 the results were Glioma ERSR ind -3%, LDHA block -2, RXFP1 ag 0.0%, Vif-APOBEC3G blk -7%, PI4K2A block 6, Vif-A3F inh 0%, USP1 inh -14%, IDH1 R132H inh -11% and TrxR1 substrate -13%.
CCOCCn1c(=NC(=O)c2ccc(S(=O)(=O)N3CCOCC3)cc2)sc2cc(S(N)(=O)=O)ccc21 was read as Glioma ERSR ind -2%, LDHA block 0, RXFP1 ag 3.9%, Vif-APOBEC3G blk -11%, PI4K2A block -4, Vif-A3F inh -3%, USP1 inh -22%, IDH1 R132H inh -3% and TrxR1 substrate 32%[activator].
`CCC(C(=O)NC1CCCC1)N(C(=O)Cn1nnc(-c2ccc(C)o2)n1)c1cccc(O)c1` (stereo not drawn) gave Glioma ERSR ind 0%, LDHA block 6, RXFP1 ag 0.1%, Vif-APOBEC3G blk -2%, PI4K2A block 4, Vif-A3F inh 9%, USP1 inh -10%, IDH1 R132H inh -1% and TrxR1 substrate -9%.
`O=C(CN1CCN(Cc2ccccc2)CC1)N/N=C/c1ccc(Br)s1` gave Glioma ERSR ind 0%, LDHA block -1, RXFP1 ag -2.8%, Vif-APOBEC3G blk 2%, PI4K2A block 2, Vif-A3F inh -15%, USP1 inh -2%, IDH1 R132H inh -2% and TrxR1 substrate 7%[57.1 µM].
Screening Cc1cccc(Sc2nc(-c3ccccc3)ccc2C#N)c1 returned Glioma ERSR ind 0%, LDHA block 0, RXFP1 ag 0.8%, Vif-APOBEC3G blk -6%, PI4K2A block -1, Vif-A3F inh -21%, USP1 inh -15%, IDH1 R132H inh 1% and TrxR1 substrate 7%[57.1 µM].
Screening O=C(Cc1cccs1)Nc1nnc(SCc2cccc3ccccc23)s1 returned Glioma ERSR ind -2%, LDHA block -1, RXFP1 ag 0.1%, Vif-APOBEC3G blk 0%, PI4K2A block -9, Vif-A3F inh 9%, USP1 inh -25%, IDH1 R132H inh 7% and TrxR1 substrate -3%.
`CC1(C)CC(=O)C=C(C(=O)N2CCCC(C(=O)c3cccc(Cl)c3)C2)O1` (stereo not drawn) gave Glioma ERSR ind -2%, LDHA block -2, RXFP1 ag 2.9%, Vif-APOBEC3G blk 4%, PI4K2A block 1, Vif-A3F inh 10%, USP1 inh -8%, IDH1 R132H inh 1% and TrxR1 substrate -6%.
S=C1NC2CCCCC2N1 (stereo not drawn) was read as Glioma ERSR ind -3%, LDHA block -4, RXFP1 ag -2.3%, Vif-APOBEC3G blk 1%, PI4K2A block -1, Vif-A3F inh 13%, USP1 inh -5%, IDH1 R132H inh 9% and TrxR1 substrate 5%[57.1 µM].
For Cc1ccc(NC(=S)N2CCN(S(=O)(=O)c3ccccc3)CC2)cc1C the results were Glioma ERSR ind -1%, LDHA block -2, RXFP1 ag 0.9%, Vif-APOBEC3G blk -1%, PI4K2A block 11, Vif-A3F inh 3%, USP1 inh -21%, IDH1 R132H inh 7% and TrxR1 substrate -5%.
Cc1ccnc(NC(=O)C2COc3ccccc3O2)c1 (stereo not drawn) was read as Glioma ERSR ind -4%, LDHA block -3, RXFP1 ag 3.9%, Vif-APOBEC3G blk 4%, PI4K2A block 2, Vif-A3F inh 2%, USP1 inh 1%, IDH1 R132H inh -5% and TrxR1 substrate 0%.
O=C(CC1CCCC1)N1CCN(S(=O)(=O)c2ccccc2)CC1 was read as Glioma ERSR ind -2%, LDHA block 0, RXFP1 ag -1.5%, Vif-APOBEC3G blk 0%, PI4K2A block 1, Vif-A3F inh 3%, USP1 inh -21%, IDH1 R132H inh 3% and TrxR1 substrate 10%.
Screening CCC(CC)C(=O)Nc1cc(C)c2c(=O)oc3ccccc3c2n1 returned Glioma ERSR ind -1%, LDHA block -1, RXFP1 ag 2.9%, Vif-APOBEC3G blk -10%, PI4K2A block -4, Vif-A3F inh 4%, USP1 inh -22%, IDH1 R132H inh -2% and TrxR1 substrate 4%.
Screening C=CCSc1nc(NC)c2sccc2n1 returned Glioma ERSR ind 1%, LDHA block -8, RXFP1 ag -4.2%, Vif-APOBEC3G blk -1%, PI4K2A block 0, Vif-A3F inh -3%, USP1 inh -9%, IDH1 R132H inh 5% and TrxR1 substrate 4%[57.1 µM].
COc1cccc(NC(=O)n2ncc3c(C)cccc32)c1 was read as Glioma ERSR ind -8%, LDHA block -17, RXFP1 ag 0.1%, Vif-APOBEC3G blk -1%, PI4K2A block -20, Vif-A3F inh -1%, USP1 inh -21%, IDH1 R132H inh 19% and TrxR1 substrate -8%.
`C=CCOCCN(CC)CC` gave Glioma ERSR ind -4%, LDHA block -8, RXFP1 ag 3.3%, Vif-APOBEC3G blk -1%, PI4K2A block -1, Vif-A3F inh 8%, USP1 inh -15%, IDH1 R132H inh 0% and TrxR1 substrate 8%.

Already shown: an excerpt of the list.
COc1cccc(NC(=O)n2ncc3c(C)cccc32)c1 was read as Glioma ERSR ind -8%, LDHA block -17, RXFP1 ag 0.1%, Vif-APOBEC3G blk -1%, PI4K2A block -20, Vif-A3F inh -1%, USP1 inh -21%, IDH1 R132H inh 19% and TrxR1 substrate -8%.
`C=CCOCCN(CC)CC` gave Glioma ERSR ind -4%, LDHA block -8, RXFP1 ag 3.3%, Vif-APOBEC3G blk -1%, PI4K2A block -1, Vif-A3F inh 8%, USP1 inh -15%, IDH1 R132H inh 0% and TrxR1 substrate 8%.
